TROY signal inh: inhibitors of TROY-driven NF-kB signaling, primary screen, Q293 LMP1-TROYcd cells, NF-kB luciferase, uHTS. Q293 LMP1-TROYcd NF-kB luciferase reporter, 4 h. inhibition, % at 10 µM. 360,000 tested, 0.98% active;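 active = compounds whose plate-normalised and pattern-corrected inhibition of the luciferase reporter signal at the single screening dose is 50% or more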
SRC1 inh: SRC1 coactivator transcriptional activity inhibitors, primary screen, cell-based, luminescence; inhibition, % at 3.6 µM; AID 588354, 2011; 360,000 tested, 0.12% active; Nuclear receptor coactivator 1 (Homo sapiens), Q15788; HEK293 GAL4-SRC1 luciferase reporter;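 active = inhibition above the campaign mean plus 3 SD, with each screening campaign given its own cutoff, cut at about 60% in these data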;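 note: 0% = DMSO treated cells and 100% = gossypol at 36 µM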
TWEAK-Fn14 inh: inhibitors of TWEAK-Fn14 signaling, primary screen, luciferase reporter cells, uHTS; TWEAK-stimulated Fn14 reporter cells, luciferase luminescence, 8 h; inhibition, % at 10 µM; 360,000 tested, 2% active; in the data active = inhibition above about 50%
NCOA2 inhibitor: inhibition of GAL4-SRC2 driven luciferase reporter, primary screen, SRC2 inhibitor project, cell-based, luminescence. Nuclear receptor coactivator 2 (Homo sapiens), Q15596. HEK293 GAL4-SRC2 luciferase reporter. inhibition, % at 9 µM. 370,000 tested, 0.17% active;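 active = inhibition above the mean inhibition of all tested compounds plus 3 SD, set per campaign, cut at about 52% in these data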;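 note: 0% = DMSO treated cells and 100% = cells given Gossypol at 36 µM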
LRH-1 inv ag: LRH-1 (NR5A2) inverse agonists, primary screen, cell-based, luminescence, HEK293T, StAR-luciferase reporter | Nuclear receptor subfamily 5 group A member 2 (Homo sapiens), O00482 | AID 602396, 2012 | inhibition, % at 3.6 µM | LRH-1 transfected, 24 h | 360,000 tested, 0.13% active;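 active = inhibition above the mean inhibition of all tested compounds plus 3 SD, cut at about 73% in these data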;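 note: 0% = DMSO wells and 100% = reporter-only cells lacking LRH-1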
COUP-TFII inh: NR2F2 transcriptional activity inhibitors, primary screen, cell-based, luciferase reporter, HEK293T, luminescence | COUP transcription factor 2 (Homo sapiens), P24468 | 370,000 tested, 0.7% active | HEK293T NGFI-A luciferase reporter | inhibition, % at 8.6 µM;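 active = inhibition above a per-plate cutoff, mean inhibition of test wells between control levels plus 3 SD, cut at about 38% in these data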;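 note: cells cotransfected with COUP-TFII expression vector driving the NGFI-A reporter; 0% = median of COUP-TF2 test wells and 100% = reporter-only cells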
Target sequence (P24468 whole entry, looked up): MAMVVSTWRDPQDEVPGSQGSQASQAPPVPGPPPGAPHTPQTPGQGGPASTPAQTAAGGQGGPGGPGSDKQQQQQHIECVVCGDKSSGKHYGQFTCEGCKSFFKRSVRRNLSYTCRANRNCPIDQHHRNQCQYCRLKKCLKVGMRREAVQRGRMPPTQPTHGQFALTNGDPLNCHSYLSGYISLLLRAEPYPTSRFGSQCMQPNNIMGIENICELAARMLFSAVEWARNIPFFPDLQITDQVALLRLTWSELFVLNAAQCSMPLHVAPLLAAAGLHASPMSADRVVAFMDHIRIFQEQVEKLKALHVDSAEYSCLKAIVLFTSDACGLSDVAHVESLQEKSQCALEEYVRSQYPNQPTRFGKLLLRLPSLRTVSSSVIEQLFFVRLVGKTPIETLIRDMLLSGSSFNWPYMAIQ
LMP1 NFkB inh: EBV LMP1-driven NF-kappaB luciferase reporter inhibitors, primary screen, cell-based, luminescence, single point; LMP1-induced NF-kappaB luciferase reporter cells; inhibition, % at 12.5 µM; 350,000 tested, 0.69% active; AID 504558, 2011; in the data active = inhibition above about 41%;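 note: 0% = neutral control wells and 100% = reference inhibitor control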
TLR9-MyD88 inh: inhibitors of TLR9-MyD88 association in cells, primary screen, cell-based, CHO, BLA complementation, fluorescence. Toll-like receptor 9 (Homo sapiens) + Myeloid differentiation primary response protein …. CCF4 FRET ratio. inhibition, % at 4.98 µM. 340,000 tested, 0.21% active. AID 504734, 2011;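 active = inhibition above the mean over all tested compounds plus 3 SD, cut at about 21% in these data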;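 note: 0% = DMSO only wells and 100% = clavulanate BLA inhibitor control wells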
NOD2 RIPK2 PPI: NOD2-RIPK2 binding disruptors in cells, primary screen, fluorescence, CHO cells, BLA complementation. inhibition, % at 4.98 µM. CCF4 ratio. 360,000 tested, 0.38% active. Receptor-interacting serine/threonine-protein kinase 2 (Homo sapiens), O43353; in the data active = inhibition above about 21%;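 note: 0% = vehicle only and 100% = reference blocker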
Target sequence (O43353 whole entry, looked up): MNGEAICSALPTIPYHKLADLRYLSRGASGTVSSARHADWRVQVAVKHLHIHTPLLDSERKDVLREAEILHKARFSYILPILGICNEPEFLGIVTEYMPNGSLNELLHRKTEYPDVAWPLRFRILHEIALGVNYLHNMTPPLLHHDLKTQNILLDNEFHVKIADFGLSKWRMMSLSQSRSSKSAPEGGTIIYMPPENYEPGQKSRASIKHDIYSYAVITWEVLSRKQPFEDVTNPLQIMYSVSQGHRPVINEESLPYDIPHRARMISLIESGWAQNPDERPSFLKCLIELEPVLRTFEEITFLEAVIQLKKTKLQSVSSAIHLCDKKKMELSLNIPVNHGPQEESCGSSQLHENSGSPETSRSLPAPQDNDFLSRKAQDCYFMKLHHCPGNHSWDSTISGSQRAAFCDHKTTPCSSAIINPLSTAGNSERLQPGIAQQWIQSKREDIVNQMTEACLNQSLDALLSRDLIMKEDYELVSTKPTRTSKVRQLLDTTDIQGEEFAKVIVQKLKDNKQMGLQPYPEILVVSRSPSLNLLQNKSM
TRAIL sens C8: viability loss with TRAIL in NB7+C8 cells, primary screen, TRAIL sensitizer project, cell-based, ATPlite luminescence. 360,000 tested, 1% active. AID 624354, 2012. inhibition (viability loss, TRAIL sensitization), % at 10 µM;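 active = compounds causing at least 50% loss of cell viability in the single-dose screen, relative to plate controls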
NCOA3 inh: SRC3 coactivator transcriptional activity inhibitors, primary screen, cell-based, luminescence; Nuclear receptor coactivator 3 (Homo sapiens), Q9Y6Q9; HEK293 GAL4-SRC3 luciferase reporter; inhibition, % at 3.6 µM; 360,000 tested, 0.17% active; AID 588352, 2011;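 active = inhibition above a per-campaign cutoff, the mean of all compounds plus 3 SD, cut at about 60% in these data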;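 note: 0% = DMSO-treated cells and 100% = gossypol-treated cells at 36 µM; higher means less SRC3-driven luciferase light from the GAL4 reporter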
Active calls of the source: *; x = not tested or not shown. These rows are one share of the data; the hit share may differ from the screen's.

compound	TROY signal inh	SRC1 inh	TWEAK-Fn14 inh	NCOA2 inhibitor	LRH-1 inv ag	COUP-TFII inh	LMP1 NFkB inh	TLR9-MyD88 inh	NOD2 RIPK2 PPI	TRAIL sens C8	NCOA3 inh
OC1(C#CCN2CCOCC2)CCCCC1	-8	-9	5	8	27	4	5	11	2	-3	5
CN(Cc1ccc(Cl)cc1)C(=O)COC(=O)c1ccc(-c2ccc(O)cc2)cc1	-7	6	1	-4	-6	-15	-29	-8	-17	26	-1
O=C(CSc1nc2ccccc2o1)NCC1CCCO1 (stereo unspecified)	-8	-6	7	6	1	1	-4	1	3	-7	24
COc1ccc(CN2CCOCCOCCOCCOCCOCC2)cc1	5	12	-2	-10	7	16	-6	-9	1	3	3
COc1ccc(NC(=O)Cc2nc3ccccc3[nH]2)cc1	-17	-9	-1	-6	-9	-13	-6	5	14	-5	-8
Clc1ccc(CNC2CCCC2)c(Cl)c1	-2	10	8	-5	-53	-8	-2	-12	2	1	10
COC(=O)CSc1nnc2n1C(C)(C)Cc1ccccc1-2	-3	-5	15	-4	1	-13	-9	6	-6	-10	6
NC(=S)Nc1c(Cl)cccc1Cl	2	-3	-2	1	18	6	4	-18	-3	6	20
O=c1cc(CN2CCN(c3ccccc3F)CC2)c2ccccc2o1	2	5	10	-2	-16	-15	x	x	-6	-5	-5
CCCCC(=O)Nc1ccccc1C(=O)N1CCOCC1	1	-6	8	12	2	-10	-9	2	-3	-2	-5
O=C(O)c1cnn(-c2nc(-c3cccc(F)c3)cs2)c1C(F)(F)F	-19	-23	-15	-12	7	-10	-3	-10	0	2	-7
Cc1ccccc1N1CC(=O)N(c2ccccc2C)CC1=O	-6	-4	-13	-12	10	8	-5	1	-13	16	10
COc1ccc(-c2nc(NCCCN(C)C)c3ccccc3n2)cc1	-50	-24	-19	-45	-21	-43	-31	-7	-12	31	-67
CCOC(=O)c1ccc(NS(=O)(=O)c2ccc3c(c2)n(C)c(=O)n3C)cc1	13	1	1	10	-2	-4	4	2	1	6	-18
COc1ccc(-c2cc3c(o2)CCCC3OCCN2CCOCC2)cc1 (stereo unspecified)	-67	x	-9	-30	-43	-27	x	x	-7	-1	x
N#CCn1cnc2sc(-c3ccccc3)cc2c1=O	-32	-18	-9	-86	-21	-15	-7	8	-9	1	-10
COc1cccc(-c2csc3nnc(SCC(=O)c4ccc(NC(C)=O)cc4)n23)c1	-5	-10	-20	x	-8	x	15	4	-8	-2	20
COc1ccc(Cc2nnc(SCC(=O)Nc3ccc(C)c(Cl)c3)[nH]c2=O)cc1	-8	30	-10	6	-12	16	-1	-10	-6	3	16
CCOc1ccc2[nH]c(=O)c(CN(CCO)C(=O)CC)cc2c1	0	1	9	-25	-11	4	5	6	2	-5	1
O=C1NC[C@H](CCCCN2C[C@H](Cc3ccccc3)N(CCC3CCCCC3)C(=O)C2=O)N(Cc2ccccc2)C1=O	15	x	4	-22	-19	6	x	x	-1	7	x
Cc1cccc(COc2ccc(/C=N/NC(=O)c3nnn(-c4nonc4N)c3CN3CCCCC3)cc2)c1	-7	-53	-14	-37	-47	-3	-19	2	-4	1	-34
Cc1cc2sc3nc(=O)n(-c4ccccc4)c(=O)n3c2cc1C	-65	-111	-28	-47	-78	-24	-9	0	-1	-17	-63
O=C(CSc1nnc(-c2ccccc2)n1Cc1ccccc1)N1CCOCC1	-16	-8	-3	11	-11	2	3	-2	-2	-9	-1
C[C@@H]1CCCCO[C@@H](CN(C)C(=O)c2ccccc2)[C@@H](C)CN([C@H](C)CO)C(=O)c2cc(N(C)C)ccc2O1	-12	-2	-5	3	5	-5	4	-1	-5	-8	0
CC1CC(C)CN(C(=O)C2CCCN(c3ncnc4c3nc3n4CCCCC3)C2)C1 (stereo unspecified)	-10	-6	-9	16	3	5	1	-4	-5	2	-2
COc1ccccc1C(=O)Nc1nnc([C@H]2C[C@H](O)[C@@H](CO)O2)s1	-8	-16	0	-10	-1	-15	x	x	9	-9	-7
COc1ccc(OC)c(C(C)NC=O)c1 (stereo unspecified)	-1	1	2	-3	-12	-2	-15	6	6	-2	-13
O=C(NCc1cccc(F)c1)C1CCC(=O)N(CC2CCCCC2)C1 (stereo unspecified)	6	9	7	-10	18	24	-6	13	-8	-10	-5
CN1CCN(c2ncnc3c2ncn3[C@H]2CN(Cc3ccc(Cl)cc3)C[C@@H](CO)O2)CC1	-3	2	-16	1	5	-30	x	x	-6	4	4
CC(C)CCOP(=O)(c1ccc(N(C)C)cc1)C(O)c1ccc(Cl)cc1Cl (stereo unspecified)	24	-1	38	26	-4	7	5	-11	6	9	-7
COc1ccc(CC(=O)Nc2ccc(/C(C)=N/NC(=O)c3cccc([N+](=O)[O-])c3)cc2)cc1	-21	-6	-50	-33	-9	-29	-11	-4	0	1	11
CCOc1cc(-c2noc(CCCC(N)=O)n2)cc(Br)c1OC	-4	5	-15	-6	2	9	35	-5	-6	4	19
CC(=O)Nc1ccc(OCC(O)Cn2c3ccccc3c3ccccc32)cc1 (stereo unspecified)	7	5	20	17	-14	-25	-2	-9	-6	-7	26
CCCn1c(O)c(N=NC(=O)c2cccnc2)c2cc(Br)ccc21	-13	5	0	-3	-5	18	-16	-7	11	9	7
CC1(NC(=O)N2CCCCC2)CCS(=O)(=O)C1 (stereo unspecified)	16	-57	8	-3	1	11	-3	6	-3	-4	4
CCOC(=O)[C@@H]1[C@H]2COc3ccccc3[C@@H]2N2C(=O)N(c3cccc(F)c3)C(=O)[C@]12C	4	9	-6	17	20	-4	5	11	-1	-18	-5
C#CCn1c(O)c(N=NC(=O)CNC(=O)/C=C/c2ccccc2)c2ccccc21	8	3	-1	14	2	6	10	-1	-1	-5	0
CN(C)C(CNC(=O)c1cccc(C#N)c1)c1ccco1 (stereo unspecified)	11	8	6	-34	-16	1	-3	-3	-6	-4	10
CCOC(=O)N1CCN(S(=O)(=O)c2ccc(OC)c(C(=O)N3CCCCC3)c2)CC1	-3	19	-4	-14	1	9	1	3	-8	6	-19
O=C(CN(Cc1ccc(Br)cc1)S(=O)(=O)c1ccccc1)NCc1ccncc1	-1	16	2	-17	-5	14	-2	-3	-1	-4	-10
CC(C)CCOCC(=O)Oc1ccccc1C(=O)O	7	8	15	0	4	7	-7	5	1	-2	2
c1coc(-c2nc(-c3ccncc3)no2)c1	-25	-63	-21	-70	-85	-36	-15	1	-10	14	-82
Cc1ccc(-n2c(C(C)n3nc(C)c([N+](=O)[O-])c3C)n[nH]c2=S)cc1 (stereo unspecified)	-7	-15	-6	9	-10	8	1	0	1	-7	-17
C=C1CCN(C(C)C(=O)O)S(=O)(=O)c2ccccc21 (stereo unspecified)	-1	-3	-23	-2	10	-10	-9	-11	-11	-5	-22
Cc1ccc(N(CC(=O)NCC2CCCO2)S(C)(=O)=O)cc1Cl (stereo unspecified)	-16	4	1	-10	10	37	-5	-3	-10	-13	23
CCC(C)c1ccc(NC(=O)c2ccco2)cc1 (stereo unspecified)	23	-72	66*	11	-127	-17	12	0	-14	73*	-58
Cc1ccc(S(=O)(=O)N2CCCC2C(=O)n2nc(C)cc2C)cc1 (stereo unspecified)	0	-10	-6	2	4	-12	3	1	-12	13	2
COc1cc(C(C)=O)ccc1OCC(=O)N(CCC1=CCCCC1)c1c(N)n(Cc2ccccc2)c(=O)[nH]c1=O	7	12	10	6	11	-6	3	0	2	-2	13
Nc1cccc(Oc2ccc3c(c2)C(=O)NC3=O)c1	22	-12	-3	-29	6	-6	4	-13	5	-11	8
CCC(SC1=NCCS1)C(=O)Nc1ccc(S(N)(=O)=O)cc1 (stereo unspecified)	12	-5	7	-20	-5	20	1	-3	-8	2	-6
N#Cc1cc([N+](=O)[O-])ccc1Oc1cccc(/C=N/NC(=O)c2cccc(Cl)c2)c1	12	0	44	x	-11	x	14	-7	-5	17	-2
Cc1cc(Br)c(NC(=O)COC(=O)C2CC2C)c(Br)c1 (stereo unspecified)	-6	-32	-23	5	10	1	-24	1	-8	-5	3
O=C(COC(=O)c1ccc2ccccc2n1)c1ccc(F)cc1	-2	-8	-4	-12	21	0	-1	-1	-8	-22	24
O=C(COc1ncnc2ccccc12)NCCc1ccc(F)cc1	-3	13	31	15	-6	2	-1	0	-7	-6	9
CNC(=S)Nc1cc(C(=O)N2CCCC2)ccc1N1CCCC1	13	2	1	-26	-10	-7	8	-2	3	-8	10

High-throughput results deposited in PubChem BioAssay by several laboratories.
